All columns: NCI-60 one-dose screen, growth in % after 48 h at 10 µM unless noted; 100 = growth as untreated, 0 = no growth, -100 = all killed.
HOP-92: HOP-92 NSCLC cells. 71,000 tested, 6.3% active. AID 1794738
RPMI-8226: RPMI-8226 leukemia cells; 77,000 tested, 7.5% active
SR: SR leukemia cells | 73,000 tested, 8.7% active
MOLT-4: MOLT-4 leukemia cells; 80,000 tested, 6.9% active; AID 1794779
HOP-62: HOP-62 NSCLC | 80,000 tested, 3.9% active
CCRF-CEM: CCRF-CEM leukemia; 77,000 tested, 7% active; AID 1794778
EKVX: EKVX NSCLC; AID 1794765; 71,000 tested, 3% active
K-562: K-562 leukemia; 78,000 tested, 7.4% active
Active calls of the source: *; nt = not tested or not shown. The calls were made as follows: active = growth percent below 10; inactive = the rest.

SMILES	HOP-92	RPMI-8226	SR	MOLT-4	HOP-62	CCRF-CEM	EKVX	K-562
COc1nc2ccccc2cc1/C=[N+](\[O-])c1ccccc1	64	14	21	29	80	13	87	13
Cc1nc(C)c(CN2CCn3c(nnc3C(F)(F)F)C2)s1	109	108	103	104	95	106	92	104
CCOC(=O)C(Cc1c[nH]c2ccccc12)NC(=O)C(Cc1ccccc1)NC(=O)C(Cc1cnc[nH]1)NC(=O)OCc1ccccc1 (stereo unspecified)	119	106	nt	89	105	105	108	100
COc1ccccc1/C=N/NC1=NC2C(N1)N(C)C(=O)N2C (stereo unspecified)	93	119	110	102	92	nt	100	100
CCC/C(=N/NC(N)=O)c1ccco1	83	95	96	80	80	98	90	104
O=C(N/N=C/c1ccccc1O)C(O)(c1ccccc1)c1ccccc1	nt	62	43	31	59	25	20	53
Cc1nn(-c2ccccc2)c(N2CCOCC2)c1-c1nc2ccc(C(=O)NN=Cc3ccc(O)cc3)cc2[nH]1	107	100	102	115	95	97	109	92
N#CCC(=O)Nc1nnc(-c2ccc(Cl)cc2)o1	96	99	105	95	95	101	97	96
Cc1nn(-c2cc(-c3ccccc3)no2)c(N)c1C	nt	83	nt	103	90	92	80	114
Cn1c(SCC(=O)c2ccc(F)cc2)nc2ccccc2c1=O	61	76	93	96	94	90	80	76

Compound profiles, as listed above. Order of values: HOP-92, RPMI-8226, SR, MOLT-4, HOP-62, CCRF-CEM, EKVX, K-562
Shown for CCC/C(=N/NC(N)=O)c1ccco1 → 83, 95, 96, 80, 80, 98, 90, 104
Shown for CCOC(=O)C(Cc1c[nH]c2ccccc12)NC(=O)C(Cc1ccccc1)NC(=O)C(Cc1cnc[nH]1)NC(=O)OCc1ccccc1 (stereo unspecified) → 119, 106, nt, 89, 105, 105, 108, 100

New compounds follow.
SMILES	HOP-92	RPMI-8226	SR	MOLT-4	HOP-62	CCRF-CEM	EKVX	K-562
COc1ccc2c(C3=C(c4cn(C)c5ccccc45)C(=O)N(O)C3=O)coc2c1	98	79	nt	nt	99	98	86	nt
N#Cc1nc(-c2ccccc2)oc1N1CCN(S(=O)(=O)c2ccc(Cl)cc2)CC1	83	76	nt	nt	108	109	94	nt
CCCCCCCCCCCCCCCCOc1ccc(S(=O)(=O)NC(C)(C)C)cc1[N+](=O)[O-]	91	100	115	95	94	126	101	100
O=C1c2cccc(NCCN=Cc3cc(O)ccc3O)c2C(=O)c2c(NCCN=Cc3cc(O)ccc3O)cccc21	-26*	-60*	40	-53*	-9.1*	-59*	3.4*	-95*
Cc1cccc2c1CC1(C2=O)C2C=CC(C2)S1=O (stereo unspecified)	94	102	101	97	100	93	107	102
O=C1CCC(=O)N1Cc1ccccc1	90	109	nt	101	107	108	97	108
COc1ccc(-c2nnc(-c3ccc4c(c3)nc(-c3ccccc3)n4C3CCCCC3)o2)cc1	57	nt	58	31	51	35	73	nt
COc1cccc(-c2c(C#N)c(-c3cccs3)nc3c2c(-c2ccccc2)nn3-c2ccccc2)c1	122	108	101	102	101	103	105	107
CC(=O)OC1CCCCC1C1CCCCC1 (stereo unspecified)	nt	115	nt	94	94	97	95	100
CCC(=O)Oc1ccc(/C(=C(/C)Cc2cccc(OC)c2)c2ccc(OCCN3CCCCC3)cc2)cc1	82	99	114	125	98	94	84	91
c1ccc2c(c1)CCCc1nnc3nc4ccccc4n3c1-2	-2.1*	32	20	32	35	32	38	31
CCCCC(C)NC(=O)c1ccccc1 (stereo unspecified)	102	106	109	110	107	104	94	106
CCCCCCCCCCCCCC[n+]1ccc2c(C)c3c(c(C)c2c1)c1cc(O)ccc1n3CC	-84*	-52*	-52*	-44*	-57*	-16*	-34*	-56*
OC(COc1ccc(Cl)cc1)CN1CCN(c2ccc(Cl)cc2)CC1 (stereo unspecified)	75	86	89	86	93	97	105	97
Cc1ccc2sc(C3CCCN(CC(=O)Nc4c(C)nn(-c5ccccc5)c4C)C3)nc2c1 (stereo unspecified)	60	36	49	30	66	48	62	37
Cc1cc(=O)oc2cc(OS(=O)(=O)N3CCCC3)ccc12	95	nt	94	99	79	94	101	101
CC1(C)CC(=O)C2=C(C1)N(CCO)c1cc3c(cc1C2c1cccc(F)c1)OCO3 (stereo unspecified)	91	98	118	92	100	98	95	99
O=C1C(Cl)=C(Oc2cccc3cccnc23)C(=O)c2ccccc21	105	75	66	88	96	82	82	89
O=[N+]([O-])c1cccc(/C=N\N=C\c2ccccc2O)c1	nt	116	70	nt	nt	64	102	nt
COc1ccc(NC(=O)Cn2c(-c3nonc3N)nc3ccccc32)cc1Cl	106	98	95	93	88	104	nt	92
O=[N+]([O-])c1ccc(Nc2nc(NCCN3CCOCC3)ncc2[N+](=O)[O-])cc1	90	100	107	103	96	98	88	103
O=C(Nc1nc2ccc(Br)cc2s1)c1ccccc1	126	91	84	102	106	100	86	75
CC1=CC(C)=Nn2c(nc3sc4c(c3c2=O)CCN(C)C4)N1c1ccc(Cl)cc1	nt	nt	91	95	nt	nt	81	101
c1ccc(COc2ccc(Nc3ncnc4sc5c(c34)CCCC5)cc2)cc1	98	88	98	84	99	84	86	97
COc1cccc(OCC(O)CN2CCN(c3ccc(C)cc3)CC2)c1 (stereo unspecified)	91	109	111	100	116	nt	99	101
CC1=C/C(=N\OCC(=O)O)CC(c2ccc(C(C)C)cc2)C1 (stereo unspecified)	91	100	104	90	78	88	97	107
NCCCNc1nc2ccccc2c2c(=O)c3cc(Cl)ccc3sc12	-7.4*	-38*	-44*	-62*	-83*	-29*	57	-70*
COc1nc2cc(OCc3ccccc3)ccc2cc1-c1nc2c(cnn2-c2ccc(Br)cc2)c(=O)[nH]1	83	87	91	89	108	91	110	90
Cc1ccc(/C=C2\Oc3cc(C)c(Cl)cc3C2=O)cc1	115	104	68	86	117	91	132	87
CCOC(OCC)c1nc(N)[nH]c(=O)c1CCCCc1ccccc1	99	93	97	92	90	nt	86	102
COc1c(C)c(C)c(OC)c2c1[nH]c(=O)c1c3cccnc3cn21	102	108	95	99	93	101	100	102
CCCCCCNc1nc(NCCCCCC)c2[nH]c(NCCCCCC)nc2n1	-13*	-29*	-33*	-12*	76	-30*	44	-19*
COC(=O)Nc1nc2ccc(C3(c4ccc(F)cc4)OCCO3)cc2[nH]1	41	10	25	22	36	5.6*	nt	9.3*
c1ccc(CC2=NCCCS2)cc1	nt	110	nt	95	98	97	120	nt
O=C(Nc1ccccc1)n1ncc2cc(Nc3ccnc(Cl)n3)ccc21	98	95	81	90	nt	88	93	90
COc1nc(OC)nc(-c2cc(-c3ccc(OC)c(F)c3)no2)n1	104	94	89	95	nt	94	98	99
COc1cc(C(CC(=O)c2ccccc2)CC(=O)c2ccccc2)ccc1O	96	86	100	89	97	105	93	90
S=C(Nc1ccccc1)Nc1nnc(Cc2ccc(Cl)cc2)s1	96	108	104	103	104	106	103	103
COc1ccc2[nH]c(=O)c(CSc3nccc(-c4ccc(OC)c(OC)c4)n3)cc2c1	nt	15	23	7.1*	0.3*	31	16	11
CNC(c1ccccc1)c1ccccc1	101	116	99	100	86	115	101	116

Nothing new here: an excerpt of the list.
SMILES	HOP-92	RPMI-8226	SR	MOLT-4	HOP-62	CCRF-CEM	EKVX	K-562
O=C(Nc1nc2ccc(Br)cc2s1)c1ccccc1	126	91	84	102	106	100	86	75
CC1=CC(C)=Nn2c(nc3sc4c(c3c2=O)CCN(C)C4)N1c1ccc(Cl)cc1	nt	nt	91	95	nt	nt	81	101
c1ccc(COc2ccc(Nc3ncnc4sc5c(c34)CCCC5)cc2)cc1	98	88	98	84	99	84	86	97
COc1cccc(OCC(O)CN2CCN(c3ccc(C)cc3)CC2)c1 (stereo unspecified)	91	109	111	100	116	nt	99	101
CC1=C/C(=N\OCC(=O)O)CC(c2ccc(C(C)C)cc2)C1 (stereo unspecified)	91	100	104	90	78	88	97	107
NCCCNc1nc2ccccc2c2c(=O)c3cc(Cl)ccc3sc12	-7.4*	-38*	-44*	-62*	-83*	-29*	57	-70*
COc1nc2cc(OCc3ccccc3)ccc2cc1-c1nc2c(cnn2-c2ccc(Br)cc2)c(=O)[nH]1	83	87	91	89	108	91	110	90
Cc1ccc(/C=C2\Oc3cc(C)c(Cl)cc3C2=O)cc1	115	104	68	86	117	91	132	87
CCOC(OCC)c1nc(N)[nH]c(=O)c1CCCCc1ccccc1	99	93	97	92	90	nt	86	102
COc1c(C)c(C)c(OC)c2c1[nH]c(=O)c1c3cccnc3cn21	102	108	95	99	93	101	100	102
CCCCCCNc1nc(NCCCCCC)c2[nH]c(NCCCCCC)nc2n1	-13*	-29*	-33*	-12*	76	-30*	44	-19*
COC(=O)Nc1nc2ccc(C3(c4ccc(F)cc4)OCCO3)cc2[nH]1	41	10	25	22	36	5.6*	nt	9.3*
c1ccc(CC2=NCCCS2)cc1	nt	110	nt	95	98	97	120	nt
O=C(Nc1ccccc1)n1ncc2cc(Nc3ccnc(Cl)n3)ccc21	98	95	81	90	nt	88	93	90
COc1nc(OC)nc(-c2cc(-c3ccc(OC)c(F)c3)no2)n1	104	94	89	95	nt	94	98	99
COc1cc(C(CC(=O)c2ccccc2)CC(=O)c2ccccc2)ccc1O	96	86	100	89	97	105	93	90

The results go on.
SMILES	HOP-92	RPMI-8226	SR	MOLT-4	HOP-62	CCRF-CEM	EKVX	K-562
C1=C(c2ccccc2)n2cnc3ncnc(c32)S1	74	95	99	98	101	92	nt	109
CCOCCOC(=O)Nc1ccc(C)c(NC(=O)OCCOCC)c1	91	101	97	101	109	98	nt	136
CN1CCC(=O)N1	95	92	100	103	103	105	109	98
CCC(C)[C@@H]1NC(=O)[C@@H](C(C)CC)NC(=O)CC(=O)[C@H](C)[C@H](/C=C(\C)CC(C)C/C(C)=C/c2cnco2)OC1=O (stereo partly specified)	38	117	70	nt	108	nt	83	nt
COC(=O)c1nc(N)nc(C(=O)OC)c1C(=O)c1ccc([N+](=O)[O-])cc1	111	107	106	95	101	99	98	102
Cn1c2ccc(Br)cc2c2nnc(Sc3no[n+]([O-])c3-c3ccccc3)nc21	118	86	80	93	142	97	89	97
COc1ccc(CSc2nc3ccc(Cl)cc3c(=O)n2-c2ccc(OC)cc2)cc1	91	94	93	107	101	93	nt	97
CC(C)C(N)=Nc1ccc(Cl)c(Cl)c1	91	100	103	90	103	88	90	84
O=C(O)CCCC(=O)Nc1ccc(NC(=O)Nc2ccc(Cl)c(C(F)(F)F)c2)cc1	116	111	93	85	104	108	116	97
O=c1[nH]c(=S)[nH]cc1Sc1ccc(Cl)cc1	67	91	nt	102	129	88	nt	107
CC(C)CC(CC(C)C)NCCO	nt	111	101	110	92	112	109	114
CCS(=O)(=O)N[C@@H]1O[C@H](COC(C)=O)C(OC(C)=O)[C@H](OC(C)=O)C1OC(C)=O (stereo partly specified)	95	105	104	106	88	nt	99	99
COc1cccc2c1CCC1=CC(=O)CCC12C (stereo unspecified)	92	98	109	91	91	97	104	88
COc1nc(N)nc(-n2c(-c3ccc([N+](=O)[O-])cc3)nc3ccccc32)c1NCc1ccc([N+](=O)[O-])cc1	97	101	73	109	92	98	102	105
O=C(c1cc2ccccc2[nH]1)N(CC(F)(F)F)[C@H]1CCC[C@@H](NCc2cccc(F)c2)C1	80	71	49	61	75	115	nt	41
COc1ccc(C2Nc3ccccc3-n3cccc32)cc1 (stereo unspecified)	74	89	nt	120	104	104	69	105
C=CCCCCCCCCC1OCC(C)(C)C(C(C)C)O1 (stereo unspecified)	99	101	nt	101	107	102	101	105
Cc1ccc(NC(=O)CC2C(=O)N(Cc3ccccc3)c3nc4ccccc4n32)cc1 (stereo unspecified)	108	100	92	84	115	106	93	100
COc1c(O)cc(Br)c(C=O)c1[N+](=O)[O-]	55	87	nt	98	99	91	nt	nt
COc1ccccc1-n1cc(C#N)c(N)c1C(=O)c1ccc(Br)cc1	nt	92	40	61	63	68	85	20
O=C(O)c1ccc(N=Cc2c(O)n(CC(=O)c3ccc(Cl)cc3)c3ccccc23)cc1	91	98	108	153	90	104	96	107
